# From PubChem
# CHT PAM = allosterically activates the human high affinity choline transporter; CHT-expressing cells, membrane potential dye, choline EC20; stronger effect = higher value; LV-AA mutant CHT in HEK293 cells; Q9GZV3; B-score at 10 µM; AID 488977; 310,000 compounds, 0.49% hits;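 active means initial fluorescence not abnormally high and integrated response B-score, plate-corrected, over 3 SD above library mean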
# Target sequence (Q9GZV3 whole entry, looked up): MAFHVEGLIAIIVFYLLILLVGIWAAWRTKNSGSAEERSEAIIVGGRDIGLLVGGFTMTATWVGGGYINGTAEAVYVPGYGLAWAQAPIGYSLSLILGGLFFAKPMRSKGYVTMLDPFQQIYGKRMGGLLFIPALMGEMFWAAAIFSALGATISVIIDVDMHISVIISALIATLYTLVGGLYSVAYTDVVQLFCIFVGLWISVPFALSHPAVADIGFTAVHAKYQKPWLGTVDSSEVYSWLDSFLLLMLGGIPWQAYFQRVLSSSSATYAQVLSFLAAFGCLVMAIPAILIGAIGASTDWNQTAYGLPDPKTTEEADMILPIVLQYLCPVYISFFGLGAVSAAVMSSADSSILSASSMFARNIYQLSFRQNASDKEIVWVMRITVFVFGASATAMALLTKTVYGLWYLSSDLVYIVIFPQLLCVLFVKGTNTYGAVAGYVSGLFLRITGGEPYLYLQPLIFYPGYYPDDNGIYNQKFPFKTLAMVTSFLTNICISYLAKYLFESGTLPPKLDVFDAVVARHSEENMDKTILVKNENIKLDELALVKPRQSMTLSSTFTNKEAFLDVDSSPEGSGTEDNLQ
# CHT block = inhibits the human high affinity choline transporter. AID 488975. 310,000 compounds, 0.86% hits. CHT-expressing cells, membrane potential dye, choline response; stronger effect = lower value. B-score at 10 µM. Q9GZV3;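 active means B-score over 3 SD under the library average, and starting fluorescence ratio not unusually high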;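 further: choline stimulus applied at its EC90 after an EC20 pre-addition; B-score computed on integrated fluorescence ratio after choline addition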
# The depositor's hits bear a star; i = inactive.
SMILES,CHT PAM,CHT block
Cc1cc(C)c(S(=O)(=O)c2c(C)cccc2C)c(OCC(C)C)n1,i,i
O=C(NCCc1c[nH]c2ccccc12)C(F)(F)F,i,i
O=C(O)CCCc1ccc2ccc3cccc4ccc1c2c34,i,i
O=[N+]([O-])c1cc(Cl)ccc1Oc1ccc(-c2nnco2)cc1,i,i
O=C(c1ccncc1)N1CCN(S(=O)(=O)c2ccc(F)cc2)CC1,i,i
Cc1ccc(OCCCC(=O)Nc2ccc(N3CCOCC3)cc2)cc1,i,i
Nc1ccc(-n2nncc2-c2ccco2)cc1,i,i
CC(C)N1CCC(NC(=O)Nc2ccccc2)CC1,i,i
O=C(NCc1ccccc1Cl)c1cc(C(=O)C2CC2)c[nH]1,i,i
Cc1ccc2cc3c(NC(=O)c4ccco4)nn(C)c3nc2c1,i,i
O=C1CCc2cc(S(=O)(=O)Nc3cccc(F)c3)cc3c2N1CC3,i,i
COc1cccc(NS(=O)(=O)c2ccc(NC(C)=O)cc2)c1,i,i
COCCCNC(=O)/C(C#N)=C/c1c(N2CCN(c3cccc(Cl)c3)CC2)nc2c(C)cccn2c1=O,i,i
CC(C)(C)c1ccc(C(=O)OCCNC(=O)c2c(Cl)nc3ccccn23)cc1,i,i
COc1ccccc1NC(=O)C(=O)NCCC1CCCCN1S(=O)(=O)c1ccc(F)cc1 (centres undefined),i,i
COC(=O)Cn1c(=NC(=O)c2sc3ccccc3c2Cl)sc2cc(S(N)(=O)=O)ccc21,i,i
CCc1ccc(NC(=O)c2cc(C)on2)cc1,i,i
O=C1Nc2cc3c(cc2Sc2ccccc21)OCCO3,i,i
COC(=O)c1ccc(-c2noc(CN3CCCC(CNC(C)=O)C3)n2)cc1 (centres undefined),i,i
C=CCNC(=O)c1ccccc1S(=O)c1ccccc1C#N (centres undefined),i,i
Cc1ccc(-n2nc(C)c3c(C)c(CCC(=O)O)c(C)nc32)cc1C,i,i
CC(C)C[C@H](NC(=O)OC(C)(C)C)C(=O)N1CCC(C(=O)N[C@@H](Cc2c[nH]c3ccccc23)C(=O)O)CC1,i,i
Cc1cccc(C)c1NC(=S)N(CCCN1CCCCC1)Cc1ccco1,i,i
O=C(O)c1ccc(N=Nc2c(-c3ccccc3)[nH]oc2=O)cc1,i,i
CC(CN1CCOCC1)OC(=O)c1ccccc1 (centres undefined),i,i
Nc1nc2ccc([N+](=O)[O-])c(N)c2s1,i,i
O=C(CCS(=O)(=O)c1cccc2nsnc12)N1CCN(Cc2ccc3c(c2)OCO3)CC1,i,i
COc1ccccc1NC(=O)c1ccc(Cl)c(S(=O)(=O)N2CCOCC2)c1,i,i
CCC(C(=O)Nc1cc(C)nn1-c1nc(C)cc(C)n1)c1ccccc1 (centres undefined),i,i
COc1ccc(OC)c(NC(=O)CCCNC(=O)c2ccc(Cl)cc2)c1,i,i
O=C(NCC1CCCO1)C(=O)N/N=C/c1cc(Cl)ccc1O (centres undefined),i,i
CCN(CC(=O)N1CCCCCC1)S(=O)(=O)c1ccc(C)cc1,i,i
CC(NC(=O)c1cc(-c2ccncc2)nc2ccc(Cl)cc12)C1CCCO1 (centres undefined),i,i
O=C(O)/C(=C\C(=O)c1ccccc1)Nc1ccccc1,i,i
O=C(COc1ccccc1Br)N1CCN(c2ccccc2)CC1,i,i
S=C(N/N=C/c1ccc2c(c1)OCO2)NC1CC2CCC1C2 (centres undefined),i,i
CC1CCCN(C2(O)C(=O)Nc3c(C(F)(F)F)cccc32)C1 (centres undefined),i,i
Cc1ccc(N(C(C)C(=O)O)S(=O)(=O)c2c(C)n[nH]c2C)cc1 (centres undefined),i,i
COc1ccc(C[C@H]2CN3C(=NC[C@H]3C)N2CCNC(=O)c2ccc(C)c(Br)c2)cc1,i,i
CN1CCN(/C=N/c2c(C#N)cnn2-c2ccccc2)CC1,i,i
O=C(CSc1nc2ccccc2n1CCc1ccccc1)NC1CC1,i,i
O=C(CN1C(=O)COc2ccccc21)N1CCc2ccccc21,i,i
Cc1ccc(S(=O)(=O)N2CCN(C(=O)Cc3ccc4c(c3)OCCO4)CC2)cc1C,i,i
CC(C)CCNC(=O)Cn1cc2c(n1)CCCCC2,i,i
O=C(Nc1cccnc1)c1cc(-c2ccc(Cl)cc2Cl)on1,i,i

# Three entries from above, ordered by length of the SMILES, smallest number first.
SMILES,CHT PAM,CHT block
CC(CN1CCOCC1)OC(=O)c1ccccc1 (centres undefined),i,i
Cc1cc(C)c(S(=O)(=O)c2c(C)cccc2C)c(OCC(C)C)n1,i,i
COc1ccc(C[C@H]2CN3C(=NC[C@H]3C)N2CCNC(=O)c2ccc(C)c(Br)c2)cc1,i,i

# Next section.
SMILES,CHT PAM,CHT block
Cn1c(CNc2ccccc2O)nc2ccccc21,i,i
COc1cc2c(cc1OC)CN(C(=O)c1cc(Cl)nc(Cl)c1)CC2,i,i
O=C(CCCNC(=O)c1ccc(Cl)cc1)Nc1cccc(F)c1,i,i
Cn1ccnc1SCC(=O)c1cccc(Br)c1,i,i
COc1ccc(C)cc1NS(=O)(=O)c1cn(C)nc1C,i,i
COc1ccc(N2CCN(Cc3nc(N)nc(Nc4ccccc4OC)n3)CC2)cc1,i,i
CCN(CC)/C(=N\S(=O)(=O)c1ccc(F)cc1)c1ccccc1,i,i
CCC(C)c1ccc(NC(=S)N2CCN(c3ccccn3)CC2)cc1 (centres undefined),i,i
NS(=O)(=O)c1cccc(NC(=O)COC(=O)CN2C(=O)C3CC=CCC3C2=O)c1 (centres undefined),i,i
Cc1c(C)c2ccc(OCC(=O)N3CC[C@@]4(O)CCCC[C@H]4C3)cc2oc1=O,i,i
COCCCNc1nc(=S)[nH]c2cc(OC)c(OC)cc12,i,i
CCOC(=O)C(Cc1c[nH]c2ccccc12)NC(=O)c1ccco1 (centres undefined),i,i
CC(=O)Nc1ccc(NC(=O)CN2CCCC(C)C2)c(Cl)c1 (centres undefined),i,i
COc1ccc(-c2cc3ccccc3n2CC(O)CN2CCN(CCO)CC2)cc1 (centres undefined),i,i
COc1ccc(CCNC(=O)Cn2cccc2C(=O)c2ccccc2)cc1OC,i,i
COc1ccccc1C(=O)NCc1ccccc1,i,i
Cc1cccc(-c2nnc(NC(=O)c3ccc(N4C(=O)CCC4=O)cc3)s2)c1,i,i
O=C1NC(C(=O)O)=CC(c2cccc(Cl)c2Cl)N1 (centres undefined),i,i
CC1S/C(=N/N=C/c2cccc([N+](=O)[O-])c2)NC1=O (centres undefined),i,i
CC(=O)c1ccc(NC(=S)N(C)C2CCN(C)CC2)cc1,i,i
CCOc1ccccc1NC(=O)CSc1nc(=O)n(Cc2ccccn2)c2c1CCC2,i,i
O=C(NCC1CCCO1)C1CCN(C(=O)c2ccc(Cl)cc2)CC1 (centres undefined),i,i
COc1ccc(-n2nc(C(=O)N(C)C)nc2-c2ccccc2)cc1,i,i
Cc1ccc(NC(=O)c2cccc(NC(=O)/C=C/c3ccco3)c2)cc1C,i,i
Cc1ccc(S(=O)(=O)N2CCC(C(=O)N/N=C/c3cccnc3)CC2)cc1,i,i
O=C(O)c1cc(-n2[nH]c(=O)c3ccccc3c2=O)ccc1Cl,i,i
CCCSc1nc2c(c(=O)n1CC)SC(C)C2 (centres undefined),i,i
C/C(=N\Nc1cc(C)nc(-c2ccccc2O)n1)c1ccccc1O,i,i
Cc1cc(S(=O)(=O)Nc2c(C)nc3nc[nH]n3c2=O)ccc1F,i,i
CCCCN(Cc1ccccc1)C(=O)CCN1C(=O)C2C3C=CC(C3)C2C1=O (centres undefined),i,i
CC1CCN(S(=O)(=O)c2ccc(S(=O)(=O)NCc3cccnc3)cc2)CC1,i,i
Cc1cc(C)cc(C(=O)Nc2ccc(NC(=O)c3cccs3)cc2)c1,i,i
CC1CN(C)C(C)CC1NCc1ccc2c(c1)OCO2 (centres undefined),i,i
CCOC(=O)C1=C(c2ccccc2)Nc2ncnn2C1c1ccc(O)cc1 (centres undefined),i,i
O=C(c1ccco1)N1CCN(S(=O)(=O)c2cccc(C(F)(F)F)c2)CC1,i,i
CSc1nnc(C)c(/C=C/Nc2ccc(F)cc2F)n1,i,i
CN1CCN(c2nc(-c3ccccc3)ncc2S(=O)(=O)c2ccccc2)CC1,i,i
c1ccc(C2=Nn3c(nnc3-c3n[nH]c4c3CCC4)SC2)cc1,i,i
O=C(NCCCN1CCOCC1)c1cc(C(=O)C2CCCCC2)c[nH]1,i,i
CCOc1cc(/C=N\NC(=O)c2ccc(NC(=O)C(C)(C)C)cc2)ccc1OC(=O)c1ccc(C)cc1,i,i
Cc1ccc(C(=O)NC2CCN(S(=O)(=O)c3ccc(C)cc3)CC2)cc1,i,i
O=C(COC(=O)Cc1ccc(Cl)cc1Cl)Nc1ccccc1OC(F)F,i,i
O=C1Nc2cc(Cl)c(Cl)cc2N(O)N1c1ccc(Cl)c(Cl)c1,i,i
O=[N+]([O-])c1ccn(-c2nc(-c3cccs3)cc(C(F)(F)F)n2)n1,i,i
CCOCCCN(C(=O)Cn1nnc(-c2ccc(OC)c(OC)c2)n1)C(CC)C(=O)NC1CCCC1 (centres undefined),i,i
CC1=NN(C(N)=S)C(=O)C1N=Nc1c(Br)cc(Br)cc1Br (centres undefined),i,-7.7*
Nc1c(-c2cccs2)cnn1-c1nc(-c2ccc(Cl)cc2Cl)cs1,i,i
CCC(C)NC(=O)CSC1=Nc2ccccc2C2=NC(c3ccccc3)C(=O)N12 (centres undefined),i,i
Cc1ccc(Cn2cccc(NC(=O)NC3CCCCC3)c2=O)cc1,i,i
N#CCCn1cc(/C=N/O)c(-c2ccc(-c3ccccc3)cc2)n1,i,i
O=C(NCC(=O)N(CC1CCCO1)C1(C(=O)NC2CCCC2)CCCCC1)c1ccccc1 (centres undefined),i,i
CCC(=O)OCc1c(C(F)(F)F)nn(C)c1Oc1cccc(C(F)(F)F)c1,i,i
CCc1nc(N2CCCC2C(=O)O)c2oc3ccccc3c2n1 (centres undefined),i,i
Cc1ccc(N(CC(=O)NCC(O)c2ccccc2)S(=O)(=O)c2ccc(C)cc2)cc1 (centres undefined),i,i
CC(C)(C)OC(=O)N[C@@H](Cc1ccccc1)c1nnc(S(=O)(=O)Cc2ccccc2)o1,i,i
O=Cc1cnc(N2CCOCC2)nc1,i,i
Cc1cc(=O)[nH]c(N/N=C/c2ccccn2)n1,i,i
Nc1nc(N2CCN(c3ccc(Cl)cc3)CC2)n[nH]1,i,i
COc1ccc(Cl)cc1C(=O)Nc1cccnc1,i,i
NC(=O)c1ccc(-n2c(CCC(=O)O)ccc2-c2cccs2)cc1,i,i

# Taken from the results shown for reference:
SMILES,CHT PAM,CHT block
Cc1cc(C)c(S(=O)(=O)c2c(C)cccc2C)c(OCC(C)C)n1,i,i
O=C(NCCc1c[nH]c2ccccc12)C(F)(F)F,i,i
O=C(O)CCCc1ccc2ccc3cccc4ccc1c2c34,i,i
O=[N+]([O-])c1cc(Cl)ccc1Oc1ccc(-c2nnco2)cc1,i,i
O=C(c1ccncc1)N1CCN(S(=O)(=O)c2ccc(F)cc2)CC1,i,i
Cc1ccc(OCCCC(=O)Nc2ccc(N3CCOCC3)cc2)cc1,i,i
Nc1ccc(-n2nncc2-c2ccco2)cc1,i,i
CC(C)N1CCC(NC(=O)Nc2ccccc2)CC1,i,i
O=C(NCc1ccccc1Cl)c1cc(C(=O)C2CC2)c[nH]1,i,i
Cc1ccc2cc3c(NC(=O)c4ccco4)nn(C)c3nc2c1,i,i
O=C1CCc2cc(S(=O)(=O)Nc3cccc(F)c3)cc3c2N1CC3,i,i
COc1cccc(NS(=O)(=O)c2ccc(NC(C)=O)cc2)c1,i,i
COCCCNC(=O)/C(C#N)=C/c1c(N2CCN(c3cccc(Cl)c3)CC2)nc2c(C)cccn2c1=O,i,i
CC(C)(C)c1ccc(C(=O)OCCNC(=O)c2c(Cl)nc3ccccn23)cc1,i,i
COc1ccccc1NC(=O)C(=O)NCCC1CCCCN1S(=O)(=O)c1ccc(F)cc1 (centres undefined),i,i

# Next section:
SMILES,CHT PAM,CHT block
CS(=O)(=O)Oc1ccc2c(c1)O/C(=C\C=C\c1ccccc1)C2=O,i,i
CCc1cccc(NS(=O)(=O)c2c(C)[nH]c(=O)[nH]c2=O)c1,i,i
O=C(CC1Oc2ccccc2NC1=O)NCCCN1CCCC1=O (centres undefined),i,i
N#Cc1ccccc1OCC(=O)Nc1ccc2c(c1)OCCCO2,i,i
CC(C)NC(=O)CN1CCN(Cc2nc(C(c3ccccc3)c3ccccc3)no2)CC1,i,i
CCOCCCNC(=O)N1CCOCC1,i,i
Cc1noc(C)c1C(=O)OC(C)C(=O)Nc1ccc(S(=O)(=O)NC(C)C)cc1 (centres undefined),i,i
COc1ccccc1-c1noc(CCC(=O)Nc2ccccc2Cl)n1,i,i
CC(C)c1ccc(CN2C(=O)NC3(CCCCCC3)C2=O)cc1,i,i
O=NN(CCCl)C(=O)NCCCl,i,i
CCOC(=O)c1c(-c2ccc(OC)cc2)csc1/N=C/C1C(=O)CCCC1=O,i,i
CCOC(=O)c1cc(NC(=O)C2C3C=CC(O3)C2C(=O)O)cc(C(=O)OCC)c1 (centres undefined),i,i
O=C(CN1C(=O)/C(=C2\SC(=S)N(CCS(=O)(=O)O)C2=O)c2ccccc21)Nc1cccc(Br)c1,i,i
OCCN(Cc1ccccc1)C(=S)Nc1ccc(F)cc1,i,i
COc1cccc(NC(=O)CNC(=O)c2ccc([N+](=O)[O-])cc2)c1,i,i
CC(C(=O)NCc1cccs1)N1C(=O)c2ccccc2C1=O (centres undefined),i,i
CNC(=S)N/N=C/c1ccc(OCC(=O)Nc2c(C)cc(C)cc2C)c(OC)c1,i,i
O=C(Nc1c2c(nn1-c1ccc([N+](=O)[O-])cc1)CS(=O)(=O)C2)c1ccccc1F,i,i
Cc1ccc(CSc2nc3c(c(=O)[nH]c(=O)n3C)n2CCC(C)C)cc1,i,i
COc1ccc(/C=N/NC(N)=S)cc1OC(=O)c1cccc2ccccc12,i,i
O=C(C/C=N\OCc1ccc([N+](=O)[O-])cc1)Nc1ccc(F)cc1F,i,i
COc1ccc(CCNC(=O)CSc2nc(O)c(CC(C)C)c(=O)[nH]2)cc1OC,i,i
